# CXXC DNA block: blocks binding of human MLL CXXC domain to DNA; Q03164; MLL-CXXC / FITC-HOXA9 DNA fluorescence polarization; Potency, µM (highest dose often 115 µM), without a hit: top-dose activity change, negative = inhibition, hits mostly inhibitors; 0.037% of 290,000 active; active means well fitted inhibition curve with a large enough effect in the polarisation, with a control signal flat, not every such curve was filed as active; inconclusive means small, poorly fitted or top-dose-only effect, or effect the other way, or a change in a side signal; inactive means no such curve, though single readings can be large or run the other way; the % refers to the polarisation; further: potency means the concentration at half of the fitted maximal effect
#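 Steps: dispense CXXC domain solution (7 uM) → pin compounds or unlabeled HOX-A9 DNA control → 5 min ambient → add FLSN-HOX-A9 solution (50 nM) → spin → 30 min ambient → fluorescence polarization. Tris pH 7.5/NaCl/DTT/BSA buffer.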
# TSHR antag: antagonists of human thyroid stimulating hormone receptor; P16473; activity change, negative = inhibition, % at 11.5 µM; TSHR-expressing cells, TSH-stimulated cAMP HTRF, 2 h; stronger effect = lower value; 0.2% of 330,000 active;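 active means activity change below a set negative limit, meaning inhibition stronger than a set level, cut at about -70% in these data; inconclusive means activity change between two set negative limits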; further: on the % scale 0 is the no-effect control and ±100 the full control effect
#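 Competitive HTRF cAMP read-out (cryptate anti-cAMP antibody, cAMP-d2; 30 min, room temperature) in freshly harvested TSHR cells. Compounds added before TSH at EC80 (4nM final), followed by 2 hours' incubation at 37 deg C.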
# MBNL1 CUG block: inhibitors of human MBNL1 binding to CUG repeat RNA; 0.036% of 280,000 active; Potency, µM (titrated, usually from 57.5 µM), inactives show at the highest dose activity change, negative = inhibition, most hits filed as inhibitors; TR-FRET MBNL1-His/biotin-(CUG)12 binding, 665/545 ratio; AID 2675; active means well fitted inhibition curve with a large enough effect in the signal ratio, with a control signal flat, not every such curve was filed as active; inconclusive means small, poorly fitted or top-dose-only effect, or effect the other way, or a change in a side signal; inactive means no such curve, though single readings can be large or run the other way; the % refers to the signal ratio; further: potency means the concentration at half of the fitted maximal effect; on the % scale 0 is the no-effect control and ±100 the full control effect
# Target sequence (Q9NR56 whole entry, looked up): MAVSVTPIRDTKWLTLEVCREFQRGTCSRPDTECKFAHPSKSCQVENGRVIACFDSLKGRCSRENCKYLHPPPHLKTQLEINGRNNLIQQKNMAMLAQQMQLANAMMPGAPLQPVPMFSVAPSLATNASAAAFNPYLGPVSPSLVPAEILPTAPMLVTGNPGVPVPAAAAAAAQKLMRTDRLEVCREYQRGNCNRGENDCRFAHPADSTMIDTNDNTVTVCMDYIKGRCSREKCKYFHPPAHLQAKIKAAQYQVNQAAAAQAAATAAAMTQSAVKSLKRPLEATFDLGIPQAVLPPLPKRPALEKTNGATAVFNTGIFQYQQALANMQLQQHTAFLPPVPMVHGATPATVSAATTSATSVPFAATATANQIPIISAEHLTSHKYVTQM
#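 Ratiometric TR-FRET (665 over 545 nm, excitation 340 nm) tracks disruption of MBNL1-His/biotin-(CUG)12 complex after 60 min at room temperature, with compounds at 92 nM to 58 uM final.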
# Mito fusion act: inhibitors of mitochondrial division or activators of mitochondrial fusion; S. cerevisiae fusion-defective mutant growth rescue, CellTiterGlo 48 h; Potency, µM (titrated, usually from 46.1 µM), without a hit: at the top dose growth rescue (activation), hits mostly activators; AID 485298; 0.23% of 320,000 active;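 further: potency means the concentration at half of the fitted maximal effect; % of control where 0% means no effect; nearly all actives have a fitted effect of over 45% in size; temperature-sensitive fusion mutants such as fzo1-1 at 37 °C on non-fermentable ethanol glycerol medium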
#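 Luminescent cell viability in 1536-well qHTS format served as the measure of rescued growth in ts fusion-mutant S. cerevisiae cultured on non-fermentable YPEG for 48 hours at 37C.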
# A-T KAP1 phos: candidate therapy for ataxia-telangiectasia; […] A-T fibroblasts, KAP-1 phosphorylation AlphaLISA; neocarzinostatin DNA damage 30 min before lysis; Potency, µM (series often up to 57.5 µM), inactives show at the top dose activation, hits mostly activators; 0.19% of 320,000 active; further: potency means the concentration at half of the fitted maximal effect; % of control where 0% means no effect; nearly all actives have a fitted effect of over 45% in size
#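 hTERT-immortalized A-T patient fibroblasts ([…]), 500 cells/well in OPTI-MEM, 1% FBS, got compounds for 60 min, then NCS for 30 min at 37C. Lysates were then assayed for phospho-KAP-1 by AlphaLISA (anti-pKAP1 donor, anti-KAP1 acceptor beads), 6 hr at 25C.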
# TCR activator: T cell receptor activation; AID 504894; Potency, µM (titrated, usually from 9.22 µM), inactives show top-dose activation of IL-2 secretion, hits mostly activators; 330,000 tested, under 10 active; primary human leukocytes, anti-CD3, IL-2 HTRF, 48 h; further: % of control where 0% means no effect
#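 Human primary leukocytes + a-CD3 beads + cpd, 48 hr; IL-2 in supernatant by HTRF (ex 320nm / em 665nm). No co-stimulatory signal supplied.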
# PTAP TSG101 blk: blocks PTAP/TSG101 interaction to inhibit HIV-1 budding. Q99816. Fluorescence polarization, FITC-PTAP peptide / Tsg101 binding. Potency, µM (series often up to 115 µM), without a hit: at the top dose activity change, negative = inhibition, hits mostly inhibitors. 340,000 tested, under 10 active. AID 493005; active means well fitted inhibition curve with a large enough effect in the main read-out, with a control signal flat, not every such curve was filed as active; inconclusive means small, poorly fitted or top-dose-only effect, or effect the other way, or a change in a side signal; inactive means no such curve, though single readings can be large or run the other way; further: potency means the concentration at half of the fitted maximal effect; % of control where 0% means no effect
# Target sequence (Q99816 whole entry, looked up): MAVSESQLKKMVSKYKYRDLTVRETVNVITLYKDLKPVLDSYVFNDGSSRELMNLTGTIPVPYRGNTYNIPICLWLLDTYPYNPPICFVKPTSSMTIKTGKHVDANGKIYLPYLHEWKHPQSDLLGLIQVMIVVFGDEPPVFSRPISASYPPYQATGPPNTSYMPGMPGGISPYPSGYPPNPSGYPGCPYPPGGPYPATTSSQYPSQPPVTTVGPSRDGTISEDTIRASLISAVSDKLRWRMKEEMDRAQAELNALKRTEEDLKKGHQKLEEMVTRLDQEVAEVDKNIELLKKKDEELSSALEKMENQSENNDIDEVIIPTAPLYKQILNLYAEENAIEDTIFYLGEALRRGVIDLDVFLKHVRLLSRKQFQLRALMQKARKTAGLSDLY
#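 Tsg101 binding domain (10 uM final) was mixed with compound and a FITC-labeled PTAP peptide (50 nM final) in HEPES pH 7.5 buffer with NaCl, Tween 20, EDTA and TCEP; fluorescence polarization was read after 20 min at r.t.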
# Menin-MLL TR inh: inhibitors of human menin-MLL interaction, mutant MLL peptide; 0.23% of 270,000 active; Potency, µM (doses to about 61.6 µM), without a hit: top-dose FP activity change, negative = inhibition, most hits filed as inhibitors; Menin + Texas Red MLL mutant peptide, fluorescence polarization; active means well fitted inhibition curve with a large enough effect in the polarisation, with a control signal flat, not every such curve was filed as active; inconclusive means small, poorly fitted or top-dose-only effect, or effect the other way, or a change in a side signal; inactive means no such curve, though single readings can be large or run the other way; the % refers to the polarisation; further: potency means the concentration at half of the fitted maximal effect; % of control where 0% means no effect; many of its hits are not listed in these tables
# Integrin act MD: activators of alpha7 integrin expression for muscular dystrophy; 0.064% of 350,000 active; alpha7betagal myoblasts, beta-gal FDG fluorescence, 48 h; AID 624291; Potency, µM (series often up to 38.3 µM), inactives show at the highest dose activation, hits mostly activators;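 further: potency means the concentration at half of the fitted maximal effect; 100% = response of the positive control SU9516; nearly all actives have a fitted effect of over 60% in size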
#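 Alpha7betagal+/- myoblasts (passage 13) were plated 16-24 hr, then exposed to compounds (1:260 dilution of DMSO stock) for 48 hours at 37C. After MPER lysis, β-galactosidase reporter activity was read as FDG fluorescence (ex 480/em 540) after 30 minutes.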
# S-ASM inh: human S-ASM enzyme inhibition. AID 504937. 0.006% of 340,000 active. placental ASM, HMU-PC fluorogenic substrate, 60 min. Potency, µM (titrated, usually from 57.5 µM), without a hit: at the top dose activity change, negative = inhibition, hits mostly inhibitors. P17405; further: potency means the concentration at half of the fitted maximal effect
#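 Human placenta-derived ASM preincubated with compound 10 min at room temperature, then reacted with 9 uM (final) fluorogenic HMU-PC substrate for 60 min at 37 C. Stop solution raises pH to 10; fluorescence read at Ex 386/Em 447 nm.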
# An asterisk follows results filed as active; ? = inconclusive; · = no result given; [ ] = another dose, or the depositor's remark. Unless noted, the call rests on the fitted dose curve; in most records, active means well fitted curve in the direction sought with a large enough effect; inconclusive means small, poorly fitted or top-dose-only effect, or another doubt; inactive means no such curve, though single readings can be large; an effect the other way counts as inactive or inconclusive. Some of the compounds tested (hit frequency here may not be typical).
# Start of the listing, in advance (4 entries):
nr	SMILES	S-ASM inh	Mito fusion act	MBNL1 CUG block	Menin-MLL TR inh	TSHR antag
1	CCOc1ccc(-c2nc(S(=O)(=O)c3ccccc3)c(NC)o2)cc1	5%	-4%	1%	·	18
2	CCC1CCC(N2CCN(c3ccc(F)cc3)CC2)CC1 (centres undefined)	-1%	-6%	-2%	-15%	-10
3	Cc1c(NS(=O)(=O)c2ccc3c(c2)NC(=O)CC(=O)N3)cccc1[N+](=O)[O-]	2%	0%	6%	·	-4
4	Cc1cccn2c(=O)c3cc(C(=O)NC4CCCC4)c(=N)n(Cc4ccc(F)cc4)c3nc12	371%[activator]	10%	13%	-16%	3

nr	Integrin act MD	CXXC DNA block	PTAP TSG101 blk	A-T KAP1 phos	TCR activator
1	0%	13%	2%	2%	-5%
2	-33%	0%	1%	-1%	4%
3	50%	0%	3%	3%	-2%
4	-14%	1%	-7%	6%	13%

# The whole of this part (from the top)
nr	SMILES	S-ASM inh	Mito fusion act	MBNL1 CUG block	Menin-MLL TR inh	TSHR antag
1	CCOc1ccc(-c2nc(S(=O)(=O)c3ccccc3)c(NC)o2)cc1	5%	-4%	1%	·	18
2	CCC1CCC(N2CCN(c3ccc(F)cc3)CC2)CC1 (centres undefined)	-1%	-6%	-2%	-15%	-10
3	Cc1c(NS(=O)(=O)c2ccc3c(c2)NC(=O)CC(=O)N3)cccc1[N+](=O)[O-]	2%	0%	6%	·	-4
4	Cc1cccn2c(=O)c3cc(C(=O)NC4CCCC4)c(=N)n(Cc4ccc(F)cc4)c3nc12	371%[activator]	10%	13%	-16%	3
5	CCN1C(=O)C(NC(C)=O)c2cc(OC)ccc21 (centres undefined)	4%	0%	2%	-11%	-10
6	Cc1c2cnn(CC(=O)NCCCN3CCCCC3)c(=O)c2c(C)n1Cc1ccccc1	4%	-11%	6%	-20%	4
7	CCOc1ccc(OCC)c(-c2c(=O)n(OCc3ccccc3Br)c3ccccc3[n+]2[O-])c1	-13%	8%	?	18%	8
8	COc1ccc(/C=N/n2c(-c3n[nH]c4c3CCC4)n[nH]c2=S)c(OC)c1OC	-1%	5%	-5%	·	-7
9	Nc1ccc2c(c1)C(=O)C(=O)c1ccccc1-2	-9%	-14%	?	?	-79*
10	Cc1cc(NC(=O)c2ccco2)no1	2%	-2%	1%	-1%	-6
11	CC1(C)CC(Nc2ccc(C(F)(F)F)cc2[N+](=O)[O-])CC(C)(C)N1	-18%	5%	?	2%	11
12	CC(C)OP(=O)(CCP(=O)(OC(C)C)OC(C)C)OC(C)C	9%	-1%	·	·	5

nr	Integrin act MD	CXXC DNA block	PTAP TSG101 blk	A-T KAP1 phos	TCR activator
1	0%	13%	2%	2%	-5%
2	-33%	0%	1%	-1%	4%
3	50%	0%	3%	3%	-2%
4	-14%	1%	-7%	6%	13%
5	-16%	-15%	-4%	7%	1%
6	-20%	·	1%	-5%	-2%
7	-24%	4%	-2%	-4%	5%
8	7%	-1%	-12%	-3%	-1%
9	-69%[inhibitor]	?	2%	·	3%
10	-5%	8%	0%	2%	-1%
11	-67%[inhibitor]	-1%	-3%	3%	0%
12	6%	-11%	0%	-3%	6%

# Three entries from above, in transposed form:
9) Nc1ccc2c(c1)C(=O)C(=O)c1ccccc1-2
8) COc1ccc(/C=N/n2c(-c3n[nH]c4c3CCC4)n[nH]c2=S)c(OC)c1OC
1) CCOc1ccc(-c2nc(S(=O)(=O)c3ccccc3)c(NC)o2)cc1

Screen / compound no.,9,8,1
S-ASM inh,-9%,-1%,5%
Mito fusion act,-14%,5%,-4%
MBNL1 CUG block,?,-5%,1%
Menin-MLL TR inh,?,·,·
TSHR antag,-79*,-7,18
Integrin act MD,-69%[inhibitor],7%,0%
CXXC DNA block,?,-1%,13%
PTAP TSG101 blk,2%,-12%,2%
A-T KAP1 phos,·,-3%,2%
TCR activator,3%,-1%,-5%

# (list continues)
nr	SMILES	S-ASM inh	Mito fusion act	MBNL1 CUG block	Menin-MLL TR inh	TSHR antag
13	CC(=O)c1cccc(N(C(=O)c2ccco2)C(C(=O)NC2CCCC2)c2ccncc2)c1 (centres undefined)	23%	-3%	1%	-12%	-1
14	CCCSc1nc2sc3c(c2c(=O)n1-c1ccc(OC)cc1)CCN(C)C3	4%[11.5 µM]	-3%	19%	?	-12
15	N#C/C=C(/c1ccc(F)cc1)N1CCOCC1	2%	-4%	·	3%	-6
16	Cc1ccc(NC(=O)CCCCCNS(=O)(=O)c2ccc(C)cc2)cc1	1%	-8%	5%[11.5 µM]	-1%	-2
17	CCN(CC)C(=O)Oc1ccnc2cc(Cl)ccc12	0%	-30%[inhibitor]	-5%	-15%	-6
18	CC1CCCN(C(=O)CSCC(=O)Nc2nc(-c3cccs3)cs2)C1 (centres undefined)	-13%	0%	3%	0%	-17
19	NC(=O)Cc1nc2scc(-c3ccccc3)c2c(=O)[nH]1	4%	0%	7%	4%	-5
20	CC1CCN(C(=O)COC(=O)c2cccs2)CC1	8%	·	·	·	-9
21	COc1ccc(CC(=O)NC(CC(=O)O)c2cccc([N+](=O)[O-])c2)cc1 (centres undefined)	4%	0%	?	17%	21
22	CNc1cc(CSC)nc(SCc2ccc(Cl)cc2Cl)n1	-21%	2%	1%	3%	21
23	CCCN(CC(=O)Nc1ccccc1C)C(=O)C1CC(=O)N(c2ccccc2OCC)C1 (centres undefined)	-2%	·	·	·	·
24	COc1ccc(OCCCC(=O)OC(C)C(=O)Nc2ccc(S(N)(=O)=O)cc2)cc1 (centres undefined)	2%	2%	·	·	-6

nr	Integrin act MD	CXXC DNA block	PTAP TSG101 blk	A-T KAP1 phos	TCR activator
13	3%	1%	1%	-3%	-2%
14	-44%	17%	-1%	0%	11%
15	15%	5%	2%	0%	1%
16	8%	11%	-1%	3%	-3%[46.1 µM]
17	-16%	-1%	-1%	-2%	7%
18	2%	-3%	0%	-2%	-4%
19	0%	4%	2%	-5%	2%
20	27%	·	0%	-1%	-6%[46.1 µM]
21	?	4%	-3%	0%	-9%
22	-46%[inhibitor]	1%	0%	4%	0%
23	-18%	·	-4%	·	6%
24	6%	·	-4%	0%	2%

# Later entries:
nr	SMILES	S-ASM inh	Mito fusion act	MBNL1 CUG block	Menin-MLL TR inh	TSHR antag
25	Cc1ccc(-n2nnnc2-c2ccccc2)cc1	-5%	1%	-9%	-3%	-7
26	O=C1C=C(NC2=CC3OC(c4ccccc4)OCC3OC2=O)CCC1 (centres undefined)	0%	-1%	14%	3%	20
27	Cc1csc(SCC(=O)NC2CCC(C)CC2)n1 (centres undefined)	0%	4%	·	·	-5
28	CCCCCCCCOC1OC(CO)C(O)C(O)C1NC(C)=O (centres undefined)	1%	1%	-5%	-12%	-2
29	COc1cc2c(C(=O)O)c(C)n(C)c2c2ccccc12	0%	-3%	1%	25%	-10
30	CCN1CCN(C(=O)CCN2C(=O)c3ccccc3C2=O)CC1	-1%	3%	?	-5%	5
31	CCCS(=O)(=O)N1CCCC(C(=O)NCCN(C)Cc2ccccc2)C1 (centres undefined)	2%	0%	0%	-23%	14
32	CCSc1nnc(NC(=O)c2ccccc2)s1	-2%	14%	0%	8%	-6
33	O=C(Nc1cccc(S(=O)(=O)N2CCOCC2)c1)c1ccc(=O)[nH]c1	3%	·	·	·	-3
34	C1CCC(c2nn3c(-c4n[nH]c5c4CCC5)nnc3s2)CC1	-2%	16%	-8%	-10%	2
35	CC(=O)Nc1sc2c(c1C(c1ccccc1)N1CCOCC1)CCCC2 (centres undefined)	-2%	2%	-1%	-9%	-3
36	COc1cccc(COc2cc3ccccc3nc2C)c1	-3%	-1%	-3%	6%	-41

nr	Integrin act MD	CXXC DNA block	PTAP TSG101 blk	A-T KAP1 phos	TCR activator
25	-12%	2%	1%	4%	-2%
26	-16%	5%	1%	?	-6%[46.1 µM]
27	2%	·	-2%	-11%	3%
28	43%	-4%	-5%	4%	7%
29	17%	-3%	-2%	?	-2%
30	8%	-2%	2%	2%	1%
31	34%	21%	-2%	-11%[11.5 µM]	-1%
32	10%	12%	-3%	1%	7%
33	28%	·	-4%	-8%	3%[46.1 µM]
34	-10%	-3%	-4%	31%	-4%
35	16%	0%	1%	1%	1%
36	-51%[inhibitor]	-3%	-5%	13%	0%

# Screens as filed in PubChem.
